# From PubChem BioAssay
# OX1R FRET antag – antagonists of human orexin 1 receptor (OX1R); inhibition, % at 6.6 µM; AID 485270, 2010; 330,000 tested, 1.8% active; OX1R-expressing cells, FRET antagonist read-out; Orexin/Hypocretin receptor type 1 (Homo sapiens), O43613; in the data active means inhibition mostly above about 38%, no sharp cut-off; inactive means mostly below about 40%;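 further: 0% = agonist challenge alone and 100% = reference antagonist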
# Target sequence (O43613 whole entry, looked up): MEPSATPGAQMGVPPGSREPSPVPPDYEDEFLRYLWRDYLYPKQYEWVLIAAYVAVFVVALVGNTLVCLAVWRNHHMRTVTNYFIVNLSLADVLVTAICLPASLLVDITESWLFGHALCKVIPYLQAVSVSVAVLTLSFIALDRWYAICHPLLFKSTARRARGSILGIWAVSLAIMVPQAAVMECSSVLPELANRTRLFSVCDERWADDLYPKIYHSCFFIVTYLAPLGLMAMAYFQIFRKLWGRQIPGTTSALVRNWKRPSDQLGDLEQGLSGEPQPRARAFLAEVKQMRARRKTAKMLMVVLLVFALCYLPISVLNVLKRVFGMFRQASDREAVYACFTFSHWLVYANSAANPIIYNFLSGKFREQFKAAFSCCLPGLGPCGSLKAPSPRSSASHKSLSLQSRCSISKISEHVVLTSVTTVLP
# STK33 inh – inhibitors of purified STK33 kinase, primary screen, biochemical, ADP-Glo luminescence, homogeneous, cell-free; Serine/threonine-protein kinase 33 (Homo sapiens), Q9BYT3; MBP phosphorylation; inhibition, % at 10 µM; 320,000 tested, 0.073% active; AID 2661, 2010;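 active means inhibition at or above 25%, using the most active replicate where run in duplicate; inactive means inhibition below 25%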
# Target sequence (Q9BYT3 whole entry, looked up): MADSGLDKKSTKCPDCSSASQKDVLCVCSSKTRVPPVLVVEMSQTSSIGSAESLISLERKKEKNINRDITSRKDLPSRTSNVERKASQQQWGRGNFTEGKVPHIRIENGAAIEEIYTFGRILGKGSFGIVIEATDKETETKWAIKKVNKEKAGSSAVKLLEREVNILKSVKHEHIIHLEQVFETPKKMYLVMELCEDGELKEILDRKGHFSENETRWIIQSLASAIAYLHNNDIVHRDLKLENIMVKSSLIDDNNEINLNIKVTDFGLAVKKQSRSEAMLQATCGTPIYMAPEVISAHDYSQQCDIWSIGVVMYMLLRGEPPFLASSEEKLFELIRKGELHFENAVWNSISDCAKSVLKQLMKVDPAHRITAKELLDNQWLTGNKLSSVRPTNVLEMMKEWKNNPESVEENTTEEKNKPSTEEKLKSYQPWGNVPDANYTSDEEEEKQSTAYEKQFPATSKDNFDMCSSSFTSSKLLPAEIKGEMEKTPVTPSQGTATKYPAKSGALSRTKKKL
# An asterisk follows results filed as active; · = not tested or not shown. This is a random part of the collection. Share with any hit: about 1.8%.
structure	OX1R FRET antag	STK33 inh
Cc1ccc(S(=O)(=O)N2CCC(C(=O)NNC(=O)c3ccccc3O)CC2)cc1	4	-1.4
CCc1c(C)nc2cc(-c3ccc(OC)c(OC)c3)nn2c1N1CCC(C)CC1	-3	-1.5
O=C(COC(=O)c1ccccn1)NNC(=O)c1ccc([N+](=O)[O-])cc1	57*	·
O=C(Nc1cccc(Cl)c1)O/N=C\c1ccncc1	0	-0.8
COc1cccc(C2CC(C(F)(F)F)n3ncc(C(=O)NCC4CCCO4)c3N2)c1 (stereo unspecified)	10	-2.3
CC(=O)N1CCc2ccc(NC(=O)c3c(-c4c(Cl)cccc4Cl)noc3C)cc21	10	-1.8
CC(C)c1nnc(NC(=O)CC23CC4CC(CC(C4)C2)C3)s1	3	0.0
Cc1ccc2nc(-c3ccccc3)c(NC(=O)c3ccco3)n2c1	13	-0.5
O=C(CCCc1c[nH]c2ccccc12)NCc1ccc2c(c1)OCO2	6	-0.2
CCCCN(C(=O)C1CCCC1)c1c(N)n(Cc2ccccc2)c(=O)[nH]c1=O	10	-0.9
CC(C)OCCCNC(=O)c1ccccc1Oc1ccccc1	14	7.3
CCOc1ccc(NC(=O)CCC(=O)c2ccc(Br)cc2)cc1	15	-0.5
O=C(NCC1CCCO1)c1ccc(NC(=O)C2C3C=CC(C3)C2C(=O)O)cc1 (stereo unspecified)	10	0.1
O=c1[nH]c(CN2CCc3ccccc32)nc2scc(-c3cccs3)c12	16	-2.8
COc1ccc(Cl)cc1NC(=S)Nc1ccccc1C	6	-2.8
CCCCCc1c(C)nc(NCc2ccccc2)[nH]c1=O	4	-0.9
O=C(COc1cc(F)ccc1[N+](=O)[O-])NCC1CCCO1 (stereo unspecified)	11	1.2
CCCCCOC(=O)NCC(O)c1ccccc1 (stereo unspecified)	11	-0.2
CC(=O)Nc1ccc(C2(c3ccc(NC(C)=O)cc3)NC(=O)c3ccccc32)cc1	7	-1.1
Sc1oc(-c2ccccc2)cc1C=Nc1ccccc1	7	-0.2
C=CCNCCCCOc1ccc(OCc2ccccc2)cc1	7	0.3
Cc1c(-c2nnnn2-c2ccc(F)cc2)cnc2cc3c(cc12)OCO3	21	-0.4
CC(=O)N=c1sc2ccccc2n1C	14	-0.2
Cn1ncc2c(Nc3ccccc3Cl)nc(Cl)nc21	16	-1.5
N#CC(C#N)=C(Nc1ccccc1)c1ccccc1	13	0.3
Cc1cc(N2CCN(C)CC2)nc2ccc(NC(=S)NCCCN3CCc4ccccc4C3)cc12	13	0.3
COc1ccc(OC)c(S(=O)(=O)Nc2ccc3oc4c(c3c2)C(=O)CCC4)c1	9	0.8
CCOc1ccc(/C(O)=C2\C(=O)C(=O)N(CCN(C)C)C2c2cccc(OC)c2OC)cc1Cl (stereo unspecified)	16	0.1
CCCCCNC(=O)c1ccc2c(=O)n(CC3CCCO3)c(=O)[nH]c2c1 (stereo unspecified)	7	-1.9
Cc1nc2ccc(S(=O)(=O)NC(C(=O)Nc3nc4ccc(Cl)cc4s3)C(C)C)cc2s1 (stereo unspecified)	25	-0.4
CCc1ccc(-n2c(=S)sc3c(=O)n(-c4ccccc4)c(SCC(=O)O)nc32)cc1	6	-1.0
CC1CCCCN1C(=O)CN1C(=O)CSc2ccc(S(=O)(=O)N3CCOCC3)cc21 (stereo unspecified)	2	-0.2
CC1CCCCN1Cc1c(O)ccc2c(=O)c(-c3nc4ccccc4s3)c(N)oc12 (stereo unspecified)	18	8.2
CCOc1ccc(OCC)c(NS(=O)(=O)c2ccc3c(c2)n(C)c(=O)c(=O)n3C)c1	13	-2.2
CCOc1ccc(C(=O)CCC(=O)Nc2ccncc2)cc1	2	-0.6
S=C(NCc1ccccn1)Nc1ccc(Br)cc1Cl	8	-1.0

# Quoted from the listing:
# Value of CCOc1ccc(/C(O)=C2\C(=O)C(=O)N(CCN(C)C)C2c2cccc(OC)c2OC)cc1Cl (stereo unspecified) in OX1R FRET antag: 16
# Value of Cc1nc2ccc(S(=O)(=O)NC(C(=O)Nc3nc4ccc(Cl)cc4s3)C(C)C)cc2s1 (stereo unspecified) in STK33 inh: -0.4
# Value of N#CC(C#N)=C(Nc1ccccc1)c1ccccc1 in OX1R FRET antag: 13
# Value of CCOc1ccc(OCC)c(NS(=O)(=O)c2ccc3c(c2)n(C)c(=O)c(=O)n3C)c1 in STK33 inh: -2.2

# A different layout for some results above:
CC(=O)Nc1ccc(C2(c3ccc(NC(C)=O)cc3)NC(=O)c3ccccc32)cc1
  OX1R FRET antag = 7
  STK33 inh = -1.1

C=CCNCCCCOc1ccc(OCc2ccccc2)cc1
  OX1R FRET antag = 7
  STK33 inh = 0.3

# In the list so far, 5 contain an aryl methoxy group.
structure	OX1R FRET antag	STK33 inh
CCc1c(C)nc2cc(-c3ccc(OC)c(OC)c3)nn2c1N1CCC(C)CC1	-3	-1.5
COc1cccc(C2CC(C(F)(F)F)n3ncc(C(=O)NCC4CCCO4)c3N2)c1 (stereo unspecified)	10	-2.3
COc1ccc(Cl)cc1NC(=S)Nc1ccccc1C	6	-2.8
COc1ccc(OC)c(S(=O)(=O)Nc2ccc3oc4c(c3c2)C(=O)CCC4)c1	9	0.8
CCOc1ccc(/C(O)=C2\C(=O)C(=O)N(CCN(C)C)C2c2cccc(OC)c2OC)cc1Cl (stereo unspecified)	16	0.1

# Additional results:
structure	OX1R FRET antag	STK33 inh
Nc1ncnc(NC2CCS(=O)(=O)C2)c1[N+](=O)[O-] (stereo unspecified)	27	-0.1
O=C(CSc1nnc(-c2ccncc2)n1-c1ccc(F)cc1)NC(=O)NCc1ccco1	4	0.8
CC(=O)Nc1ccc(C(=O)CSc2nnc3scc(-c4ccccc4)n23)cc1	4	-1.2
CCN(CC)C(=O)[C@H]1C[C@H](CC(=O)NCCc2ccccn2)C(=O)N2CCc3c([nH]c4ccc(Cl)cc34)[C@]12C	11	·
O=C(NCc1cccnc1)c1nc(-c2ccc(C(F)(F)F)cc2)no1	9	0.1
CCCc1cc(-c2[nH]ncc2-c2ccc3c(c2)OCCCO3)c(O)cc1O	15	2.0
COc1ccc(C(C(C(=O)c2cccs2)N2CCOCC2)N2CCOCC2)cc1OC (stereo unspecified)	15	-0.9
C=CCN(CC=C)S(=O)(=O)c1ccc2nc(NC(=O)C3CCCO3)sc2c1 (stereo unspecified)	22	-0.4
CCOc1ccc(CCNC(=O)CCC(=O)N2CCOc3ccccc32)cc1OCC	12	-1.0
C/C(Cn1nnc([N+](=O)[O-])n1)=N\NC(=O)c1ccc(O)cc1O	43	3.7
CCOC(=O)N1CCN(c2ccc(C(F)(F)F)cn2)CC1	16	·
CCCCC(=O)Nc1ccc(NC(=S)NC(=O)c2cccs2)cc1OC	11	-0.4
Cc1ccc(C)c(NC(=O)C2CCCN2S(=O)(=O)c2ccc3c(c2)n(C)c(=O)c(=O)n3C)c1 (stereo unspecified)	1	-3.0
C/C(=N/NC(=O)c1cccc(C)c1)c1c(O)cc(C)oc1=O	21	-1.2
COc1ccccc1CC(=O)N1CCN(c2ccc(F)cc2)CC1	4	-1.9
CCOc1cc(CN2CCN(c3ncccn3)CC2)ccc1OC	10	-0.7
CN1CCC(=NNC(=O)c2cc(-c3ccc(Cl)cc3)n[nH]2)CC1	14	-2.9
CS(=O)(=O)Cc1ccc(C(=O)NC2CCCc3ccccc32)cc1 (stereo unspecified)	4	-1.0
CCCNC(=O)C(NS(=O)(=O)c1cccc2nsnc12)c1ccccc1 (stereo unspecified)	98*	-0.2
CC(=O)OCC(OC(C)=O)C(OC(C)=O)C(OC(C)=O)C(=O)Nc1ccccc1C (stereo unspecified)	5	-2.2
O=C(CCNC(=O)c1ccco1)Nc1ccc(Cl)c(C(F)(F)F)c1	6	-0.7
CCOC(=O)c1c(C)oc(/N=C/c2ccccc2O)c1C#N	12	0.1
CC(=O)Nn1cc2c(=O)n(C)c(=O)n(C)c2c1	10	2.4
O=C(CN1C(=O)/C(=C/c2ccccc2)Sc2ccccc21)NCCCN1CCOCC1	9	-0.1
O=S(=O)(c1ccccc1)N1CCN(c2nnnn2-c2ccccc2)CC1	18	0.6
Cc1cc(C)c(C#N)c(N2CCN(Cc3ccc4c(c3)OCO4)CC2)n1	19	-1.4
O=C(c1cccc(N2C(=O)C3C4C=CC(C4)C3C2=O)c1)N1CCN(c2ccccc2Cl)CC1 (stereo unspecified)	29	-0.9
COc1cccc(NC(=O)c2cc([N+](=O)[O-])ccc2NC(=O)CNCC2CCCO2)c1 (stereo unspecified)	20	-0.6
COC(=O)C1=CN(c2ccc(OC)cc2)C=C(C(=O)OC)C1c1ccc(C)c([N+](=O)[O-])c1	22	-0.2
Cn1cnnc1SCC(=O)Nc1ccc(Cl)cc1	0	-2.2
Cc1nc2sc(C(c3ccc(F)cc3)N3CCN(C(=O)c4ccco4)CC3)c(O)n2n1 (stereo unspecified)	0	3.2
COc1cc(NC(=O)c2cc(C(C)C)on2)c(OC)cc1Cl	13	0.0
CC(=O)c1cccc(NC(=O)Cn2c(=O)oc3cc(S(=O)(=O)N4CCCC4)ccc32)c1	10	-1.8
C=CCn1c(NCc2ccccc2)nc2ccccc21	7	-1.5
COc1ccc(NC(=O)NC(C)(C(F)(F)F)C(F)(F)F)cc1	15	·
Cc1ccc(C(=O)Nc2cc(=O)n(C)c(=O)n2C)o1	-4	-1.9
CCn1c(SCCOc2ccc(OC)cc2)nnc1C(CO)NC(=O)c1ccc(OC)cc1 (stereo unspecified)	20	-1.6
Cc1cccc(C(=O)NC(C)C2CC3CCC2C3)c1 (stereo unspecified)	10	0.9
CC1CCC(NC(=O)CCNC(=O)c2ccc(Br)cc2)CC1 (stereo unspecified)	8	-1.7
CCOc1ccc(S(=O)(=O)N2CCC(C(=O)NC3CCCC3)CC2)cc1	18	-2.5
Cc1cccc(NC(=S)N2CCn3cccc3C2c2cccnc2)c1 (stereo unspecified)	30	-2.9
CCOC(=O)N1CCN(S(=O)(=O)c2cc(OCC(=O)NC3CCCCC3)c(C)cc2Cl)CC1	-1	0.3
N#Cc1cccc(NC(=O)c2ccccc2C(=O)O)c1	7	-3.1
NC(=O)c1ccc(N2CCN(c3ccccc3F)CC2)c([N+](=O)[O-])c1	28	0.3
Cc1ccccc1NC(=S)N(C)Cc1cn(C)c2ccccc12	4	-1.7
CCCCc1ccc(NC(=O)C(=O)NCCN2CCN(C(=O)c3ccc([N+](=O)[O-])cc3)CC2)cc1	15	0.5
CCOC(=O)C1=C(C)NC2=C(C(=O)CCC2)C1c1coc2ccccc2c1=O (stereo unspecified)	25	-1.3
CCOC(=O)c1sc2nc(C)nc(NCc3ccccc3)c2c1C	-1	-2.5
CCOC(=O)CNC(=O)C(CC(C)C)NC(=O)C1CCCCC1 (stereo unspecified)	6	0.3
CCCN(CCC)C(=O)CC(c1ccccc1)C1CCOC(C)(C)C1 (stereo unspecified)	-3	5.1
CC(=O)N1CC(C)Sc2ccc(S(=O)(=O)NC3CCCCC3C)cc21 (stereo unspecified)	10	0.0
O=C1C(=O)N(Cc2cccnc2)C(c2ccccn2)/C1=C(/O)c1ccc(Br)cc1 (stereo unspecified)	21	0.7
COc1ccc2c(c1)C(C)=CC(C)(C)N2S(=O)(=O)c1ccc(Br)cc1	4	-1.9
Cc1cccc(C)c1NC(=O)CN(C)C(=O)c1cccc(-n2cccc2)c1	3	·
COc1ccc2cc(C)c3nnc(SCC(=O)Nc4nc(-c5ccccc5)cs4)n3c2c1	11	-0.3
O=Nc1onc(-c2ccc([N+](=O)[O-])cc2)c1NO	49	12
Cc1cc([N+](=O)[O-])nn1CC(=O)Nc1ccccn1	7	0.1
COc1ccc(-c2nnc(-c3ccc(F)cc3)o2)cc1	6	-0.9
O=C(CS(=O)(=O)Cc1ccccc1)N1CCN(c2ccccc2F)CC1	6	0.5
Cc1[nH]c(=O)[nH]c(=O)c1NS(=O)(=O)c1ccccc1	4	0.2

# The results go on:
structure	OX1R FRET antag	STK33 inh
Cc1ncc(N=Nc2ccccc2Cl)c(-c2ccccc2)n1	26	-1.0
CCn1c(=O)[nH]c(=O)c2c(N)c(C(=O)c3ccccc3OC)sc21	15	-0.9
CCOc1cc(N2CCOCC2)c(OCC)cc1NC(=O)C(C)(C)C	25	9.1
O=C(N/C(=C/c1ccc(Cl)cc1)C(=O)N1CCCCC1)c1ccco1	19	-1.6
CC(C)COP(=O)(OCC(C)C)C(Nc1ccccc1)c1ccc(F)cc1 (stereo unspecified)	17	0.2
O=C(/C=C/c1ccco1)Nc1ccccc1N1CCCCC1	19	-1.0
Cc1ccc(C(=O)OCC(=O)Nc2ccc(F)c(Cl)c2)o1	1	·
O=C(O)CCC(=O)N(Cc1cccnc1)Cc1cccc(F)c1	9	-0.4
CCc1ccc(NC(=O)C/C(C)=N/NC(=O)COc2ccccc2C)cc1	7	-0.4
COc1ccccc1NC(=O)C1CCCN1S(=O)(=O)c1cccc2nsnc12 (stereo unspecified)	76*	-1.4
CC(C)Oc1ccc(Nc2ncnc3ccccc23)cc1	12	2.1
CCCC(=O)c1ccc(N2CCN(C(=O)OCC)CC2)c(F)c1	29	-2.5
COc1ccc(Oc2nccc(-c3ccccc3)c2C#N)cc1	16	0.5
Clc1nc(Oc2ccccc2)nc(-c2cn(-c3ccccc3)c3ccccc23)n1	18	-0.9
COc1cccc(-c2cc3nc4c(c(N5CCC6(CC5)OCCO6)n3n2)CCC4)c1	19	-1.5
COc1cc(C(=O)OCCCOC(=O)c2cc(OC)c(OC)c(OC)c2)cc(OC)c1OC	29	-1.6
CN1CCN(c2nc3c(c(=O)[nH]c(=O)n3C)n2Cc2ccccc2)CC1	8	-2.9
COC(=O)Cc1ccc(NC(=S)NCCO)cc1	4	-0.9
CN(C)CCCNC(=O)c1cc2sc3ccccc3c2s1	10	2.3
CC[n+]1cc(-c2ccccc2)nc(N2CCOCC2)n1	51*	-0.2
